PfGluPho inh: PfG6PD enzyme inhibitors, primary screen, biochemical, fluorescence intensity, uHTS. PfGluPho enzyme, NADPH resazurin-diaphorase fluorescence. inhibition, % at 20 µM. 350,000 tested, 0.78% active. AID 504690, 2011;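 active = inhibition reaching at least a set limit at 20 µM in the primary screen, cut at about 59% in these data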;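 note: 0% = DMSO wells with substrate and 100% = DMSO wells lacking glucose-6-phosphate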
Apaf1 inhib: inhibitors of human Apaf-1 apoptosome, primary screen, biochemical, DEVD-Rh110 fluorescence, uHTS. Apoptotic protease-activating factor 1 (Homo sapiens), O14727. reconstituted apoptosome caspase-3 activity. inhibition, % at 20 µM. 330,000 tested, 0.71% active. AID 489030, 2010; active = inhibition of at least 40% at 20 µM;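 note: plate controls were DMSO wells for no effect and DEVD-CHO caspase inhibitor wells for full effect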
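System – cell-free apoptosome with Apaf-1, procaspase-3 and caspase-9 · Buffer or medium – pH 7.5 Hepes buffer with CHAPS, BSA, DTT · Also added – cytochrome c with DEVD-Rh110 · Times – 30 min compound preincubation, 50 min activation, room temperature · Technique – Rh110 fluorescence intensity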
SENP6 inh: SENP6 protease inhibitors, primary screen, biochemical, luminescence, uHTS | inhibition, % at 10 µM | Sentrin-specific protease 6 (Homo sapiens), Q9GZR1 | Recombinant SENP6 catalytic domain, aminoluciferin luminescence | 330,000 tested, 1.8% active | AID 2599, 2010;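 active = inhibition above about 50% at the single tested dose, limit read from the data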;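 note: plate controls were DMSO wells with enzyme for no effect and DMSO wells lacking enzyme for full effect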
SENP1 inh: human SENP1 catalytic domain inhibitors, primary screen, biochemical, FRET, uHTS; Sentrin-specific protease 1 (Homo sapiens), Q9P0U3; recombinant SENP1 catalytic domain, CyPet-SUMO1-YPet FRET cleavage; inhibition, % at 10 µM; 360,000 tested, 0.21% active;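 active = inhibition at least 30% at 10 µM, raw YFP signal under a set limit, fluorescence ratio 0.5 to 1.5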;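 note: 0% = enzyme with DMSO and 100% = no enzyme wells; some results filed as inactive read as strong as hits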
Target sequence (Q9P0U3 419-644 limits assumed): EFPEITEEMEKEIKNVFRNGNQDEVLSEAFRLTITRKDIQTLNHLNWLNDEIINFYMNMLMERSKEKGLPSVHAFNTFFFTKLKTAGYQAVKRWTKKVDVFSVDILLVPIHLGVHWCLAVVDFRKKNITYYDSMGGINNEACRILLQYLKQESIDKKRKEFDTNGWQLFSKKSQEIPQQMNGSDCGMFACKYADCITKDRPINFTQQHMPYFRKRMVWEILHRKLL
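Test system: hSENP1 catalytic domain, recombinant; Amount: 20 pM final SENP1 enzyme; Medium: Tris pH 8 buffer plus EDTA, NaCl, BME, BSA, NP40, catalase; Schedule: 50 min enzyme reaction, room temperature, light-protected; Technique: FRET fluorescence in CFP and YFP emission channels; Controls: no-enzyme wells low, DMSO-plus-enzyme wells high control.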
SENP8 block-1: SENP8 protease inhibitors, primary screen, biochemical, luminescence | purified SENP8, Z-RLRGG-aminoluciferin cleavage | inhibition, % at 10 µM | 330,000 tested, 1.2% active | AID 2540, 2010; in the data active = inhibition above about 50%
Target sequence (Q96LD8 whole entry, looked up): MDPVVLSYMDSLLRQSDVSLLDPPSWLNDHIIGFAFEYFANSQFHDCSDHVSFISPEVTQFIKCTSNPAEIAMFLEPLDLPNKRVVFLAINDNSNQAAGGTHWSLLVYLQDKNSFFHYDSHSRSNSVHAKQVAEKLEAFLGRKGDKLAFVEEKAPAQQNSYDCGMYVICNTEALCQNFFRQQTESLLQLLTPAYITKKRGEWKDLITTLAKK
SENP8 block-2: human SENP8 protease inhibitors, primary screen, biochemical, fluorescence, Nedd8 protein substrate, uHTS; recombinant SENP8; inhibition, % at 20 µM; 360,000 tested, 0.64% active; AID 602440, 2012; in the data active = inhibition mostly above about 40%, no sharp cut-off; inactive = mostly below about 27%
SENP7 block: SENP7 protease inhibitors, primary screen, biochemical, luminescence, uHTS; Sentrin-specific protease 7 (Homo sapiens), Q9BQF6; 330,000 tested, 1.5% active; inhibition, % at 5 µM; recombinant SENP7, Z-RLRGG-aminoluciferin luminescence, 40 min;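 active = inhibition above about 50% at the single test dose, limit read from the data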;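 note: plate controls were DMSO with enzyme for no effect and no enzyme buffer wells for full effect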
Target sequence (Q9BQF6 706-1050 limits assumed): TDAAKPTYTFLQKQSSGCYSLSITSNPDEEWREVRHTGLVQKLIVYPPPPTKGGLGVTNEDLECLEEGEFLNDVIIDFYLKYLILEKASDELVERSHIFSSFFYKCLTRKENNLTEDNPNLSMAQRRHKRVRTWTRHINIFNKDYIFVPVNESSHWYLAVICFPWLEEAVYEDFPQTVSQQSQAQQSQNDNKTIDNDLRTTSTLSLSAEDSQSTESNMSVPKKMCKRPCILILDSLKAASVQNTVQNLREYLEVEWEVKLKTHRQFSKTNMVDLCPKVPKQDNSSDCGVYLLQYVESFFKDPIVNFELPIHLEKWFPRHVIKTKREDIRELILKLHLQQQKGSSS
HKDC1 inh: HKDC1 hexokinase inhibitors, primary screen, biochemical, fluorescence, uHTS; recombinant HKDC1, G6PDH/diaphorase resazurin coupled fluorescence; 340,000 tested, 0.16% active; inhibition, % at 20 µM; Q2TB90;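 active = inhibition above about 35% when tested at 20 µM, limit read from the data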;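 note: plate controls were DMSO wells with enzyme for no effect and DMSO wells lacking enzyme for full effect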
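test system = in-house recombinant HK5 (HKDC1) enzyme | amount = HKDC1 at 5 µg/mL | control set = DMSO-enzyme wells negative, buffer-substituted wells positive | compound = one dose of 20 µM, 1% DMSO | schedule = reaction time 90 min, room temperature, protected from light | technique = resorufin fluorescence at 613 nm | reagent = glucose with 1 mM ATP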
An asterisk follows results filed as active; i = inactive; · = not tested or not shown.

The first three compounds, to show the layout:
SMILES | PfGluPho inh | Apaf1 inhib | SENP6 inh | SENP1 inh | SENP8 block-1 | SENP8 block-2 | SENP7 block | HKDC1 inh
Cc1cc(C)n(-c2cc(C(C)(C)C)nc3c(-c4ccc(Cl)cc4)cnn23)n1 | 25 | 33 | -6 | 0 | -5 | -160 | -12 | -1
COc1ccc(C(C)=O)cc1CSc1nc2ccccc2c(=O)n1-c1ccccc1C | 16 | -5 | -7 | -1 | 6 | 4 | 1 | 3
COC(=O)c1c(N)c2ccccc2[nH]c1=O | 4 | -10 | 12 | -2 | 2 | -70 | 3 | -5

The list itself, from the start:
SMILES | PfGluPho inh | Apaf1 inhib | SENP6 inh | SENP1 inh | SENP8 block-1 | SENP8 block-2 | SENP7 block | HKDC1 inh
Cc1cc(C)n(-c2cc(C(C)(C)C)nc3c(-c4ccc(Cl)cc4)cnn23)n1 | 25 | 33 | -6 | 0 | -5 | -160 | -12 | -1
COc1ccc(C(C)=O)cc1CSc1nc2ccccc2c(=O)n1-c1ccccc1C | 16 | -5 | -7 | -1 | 6 | 4 | 1 | 3
COC(=O)c1c(N)c2ccccc2[nH]c1=O | 4 | -10 | 12 | -2 | 2 | -70 | 3 | -5
COC(=O)Nc1ccc(S(=O)(=O)Nc2cc(C(F)(F)F)c[nH]c2=O)cc1 | -18 | 3 | -10 | -2 | 5 | 1 | -3 | -3
Cc1ccc(S(=O)(=O)NCC2CCC(C(=O)NCc3cccnc3)CC2)cc1 (stereo not drawn) | 4 | -15 | 10 | 2 | -9 | 2 | -1 | -4
CN1CCN(NC(=O)c2cc([N+](=O)[O-])cc([N+](=O)[O-])c2)CC1 | 6 | -4 | 11 | 4 | 6 | 30 | 11 | -15
CC1CCN(c2ccc(-c3ccc(NC(=O)C(F)(F)F)cc3)nn2)CC1 | 6 | 4 | -5 | 1 | 3 | -56 | 2 | -4
Cc1ccc(S(=O)(=O)N2CCCC(C(=O)N3CCN(C)CC3)C2)cc1 (stereo not drawn) | 3 | 5 | 5 | 0 | -5 | 9 | 0 | -10
NS(=O)(=O)c1cccc(NC(=O)CCCC2CCCCC2)c1 | -17 | 12 | -20 | 2 | -1 | 12 | -6 | 4
CCN(CC)c1ccc(NC(=O)CN2CCN(c3nc(C)cc(C)n3)CC2)cc1 | 13 | 10 | -1 | 1 | -8 | 22 | 14 | -6
CCOC(=O)c1nnn2c3ccccc3c(=O)n(C)c12 | 9 | 0 | -13 | 1 | 5 | 6 | -1 | -1
COc1ccc(C(=O)Nc2ccc([N+](=O)[O-])cn2)c(OC)c1 | 5 | 5 | 29 | 0 | -2 | 18 | 40 | -8
COc1ccccc1C(=O)Nc1ccccc1C(=O)N1CCCC1 | -9 | -7 | -11 | 0 | 5 | 27 | 6 | -6
Cc1ccc([N+](=O)[O-])cc1-c1ccc(/C=N\n2nnnc2N)o1 | 9 | -17 | -1 | 2 | -11 | 15 | 2 | -12
Cc1ccc(S(=O)(=O)NC(=NC(C)C)c2ccccc2)cc1 | -10 | -5 | 7 | 2 | 0 | 9 | -1 | -12
C[C@@H](CSc1ccc(Br)cc1)CN1CC[C@H](C(C)(C)C)CCC1=O | 11 | 27 | 21 | 0 | 10 | 12 | 2 | 1
COc1ccc(-c2cc(-c3cccs3)c(C#N)c(SCC(=O)NCc3ccccc3)n2)cc1 | 2 | -11 | -8 | 2 | 3 | i | -2 | -5
Cc1cccc(C(=O)c2c(N)sc3c2CCC(C)C3)c1 (stereo not drawn) | 28 | 10 | 13 | -4 | 4 | 30 | 6 | 6
CC1(C)CC(=O)C2=C(C1)NC(=O)CC2c1ccc(F)cc1 (stereo not drawn) | -2 | 2 | -13 | -1 | 2 | 6 | 1 | 6
CC(NC(=O)CCC(=O)NC(C)C1COc2ccccc2O1)C1COc2ccccc2O1 (stereo not drawn) | 11 | 6 | -7 | -2 | -10 | 14 | 11 | -5
CCOc1ncccc1C(=O)Nc1cccc(S(=O)(=O)N2CCOCC2)c1 | 0 | -3 | 2 | -1 | 13 | 0 | -4 | -5
O=C(O)c1cccc(NC(=S)N/N=C/c2cccc(O)c2)c1 | -4 | -3 | -2 | 2 | 6 | -9 | -2 | -7
COc1ccc(S(=O)(=O)N2CCCC2C(=O)Nc2ccc(C(C)=O)cc2)cc1 (stereo not drawn) | 10 | -1 | -5 | 2 | -1 | 0 | -1 | -2
COCCSc1ccccc1C(=O)Nc1ccc2c(c1)OCO2 | 20 | -1 | -17 | 1 | -2 | -2 | 5 | -4
COc1ccc(C(=O)N2CC3(C)CC2CC(C)(C)C3)cc1 (stereo not drawn) | -9 | 9 | -1 | 2 | 1 | 11 | 12 | -1

Four compounds out of the list above, arranged by the value under SENP7 block, falling.
structure	PfGluPho inh	SENP6 inh	SENP1 inh	SENP8 block-1	SENP8 block-2	SENP7 block	HKDC1 inh
COc1ccc(C(=O)N2CC3(C)CC2CC(C)(C)C3)cc1 (stereo not drawn)	-9	-1	2	1	11	12	-1
O=C(O)c1cccc(NC(=S)N/N=C/c2cccc(O)c2)c1	-4	-2	2	6	-9	-2	-7
NS(=O)(=O)c1cccc(NC(=O)CCCC2CCCCC2)c1	-17	-20	2	-1	12	-6	4
Cc1cc(C)n(-c2cc(C(C)(C)C)nc3c(-c4ccc(Cl)cc4)cnn23)n1	25	-6	0	-5	-160	-12	-1

Returning to the listing; the 2 compounds before the break are reprinted first.
SMILES | PfGluPho inh | Apaf1 inhib | SENP6 inh | SENP1 inh | SENP8 block-1 | SENP8 block-2 | SENP7 block | HKDC1 inh
COCCSc1ccccc1C(=O)Nc1ccc2c(c1)OCO2 | 20 | -1 | -17 | 1 | -2 | -2 | 5 | -4
COc1ccc(C(=O)N2CC3(C)CC2CC(C)(C)C3)cc1 (stereo not drawn) | -9 | 9 | -1 | 2 | 1 | 11 | 12 | -1
Nc1nnc(CC(=O)N/N=C/c2ccccc2OCc2ccc(F)cc2)s1 | 1 | 4 | -17 | 0 | -3 | 13 | 0 | 5
O=C(c1ccc(N2CCN(C(=O)c3ccc(F)cc3F)CC2)cc1)c1cccc(F)c1 | 20 | 28 | 3 | 0 | -2 | -68 | 4 | -1
Cc1ccc(NC(=O)c2ccc(-n3cccn3)c([N+](=O)[O-])c2)cc1C | 77* | 7 | -1 | -2 | -6 | 17 | 5 | -2
CC1Sc2ccc(S(=O)(=O)N3CCN(c4cccc(Cl)c4)CC3)cc2NC1=O (stereo not drawn) | 5 | 17 | -17 | 1 | 1 | 11 | 6 | 2
COc1ccc(C(=O)Nc2ccnn2C2CCN(C(=O)c3cnsn3)CC2)cc1 | -7 | -9 | -7 | 0 | 0 | 2 | -3 | -3
CSc1ncccc1C(=O)OCC(=O)N1CCN(C(=O)c2ccco2)CC1 | -7 | -2 | -4 | 4 | 1 | 1 | 9 | -6
CCc1cccc(CC)c1NC(=O)COC(=O)c1ccc2c(c1)S(=O)(=O)c1ccccc1C2=O | -5 | 6 | -11 | 2 | -8 | 18 | -7 | 3
O=C(CN1/C(=C(/O)c2ccccc2)C(=O)c2ccccc2S1(=O)=O)c1ccccc1 | -20 | 17 | -18 | 0 | -3 | 5 | 4 | 4
CCOC(=O)c1c(C)n(C)c2ccc(OCC(O)Cn3c(C)nc4ccccc43)cc12 (stereo not drawn) | 28 | -6 | 0 | 0 | 1 | 9 | 1 | -9
CC(C)(C)OC(=O)COc1cc(F)ccc1[N+](=O)[O-] | 0 | -5 | -1 | 2 | 3 | 14 | 2 | -7
COCCN(CCOC)S(=O)(=O)c1ccc(/C(O)=C(\C#N)c2nc3ccccc3[nH]2)cc1 | -29 | -4 | 2 | 2 | -4 | -26 | -7 | 1
CCCn1ncc(CN2CCN(CCc3ccccc3)C(CCO)C2)c1C (stereo not drawn) | 6 | -5 | 9 | 0 | 8 | 9 | -2 | -6
COc1cc(CNCCNC(=O)c2nonc2N)ccc1OCc1ccc(Cl)cc1 | 15 | 11 | 0 | 1 | -15 | -2 | -8 | -2
COc1ccc(C2OCC3(CO2)SC(=O)NC3=O)cc1OC (stereo not drawn) | -13 | -2 | 1 | 0 | -5 | 11 | 0 | 1
COc1cccc(C(N)=O)c1OC(=O)Cc1ccccc1F | 19 | -4 | 13 | -14 | 1 | -54 | -5 | 2
Cc1ccc(S(=O)(=O)C2C(=O)N(C)C3(C)CC2c2ccccc2O3)cc1 (stereo not drawn) | 2 | 7 | -12 | 0 | -12 | 23 | -8 | 2
Cn1ncc(=S)[nH]c1=S | 8 | · | · | 0 | · | 4 | · | -4
CCN(c1ccccc1)S(=O)(=O)c1ccc(OCC(F)(F)F)c(NC(=O)c2ccc(=O)[nH]c2)c1 | 3 | · | · | -3 | · | 5 | · | 4
Cc1nc(CNS(=O)(=O)c2ccc(F)cc2)cs1 | 0 | 3 | 12 | 2 | 0 | 30 | 7 | -2
Cc1cc(C)c2c(N)c(C(=O)NNC(=O)c3ccccc3)sc2n1 | 6 | 3 | 10 | -12 | -5 | -348 | 1 | -5
Cn1c(=O)c2c(nc(Br)n2CCc2ccccc2)n(C)c1=O | -12 | -4 | -4 | 0 | 2 | 11 | -7 | 0
